Assay outcomes as filed in PubChem.
ABHD5-PLIN5 inh: ABHD5-PLIN5 interaction inhibitors, primary screen, cell lysate, split luciferase complementation, luminescence; Perilipin-5 (Homo sapiens) + 1-acylglycerol-3-phosphate O-acyltransferase ABHD5 (Homo …; Split G. princeps luciferase complementation, 4 h; inhibition, % at 4 µM; 0.78% of 360,000 active;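 active = inhibition above the mean inhibition across every tested compound plus 3 SD, cut at about 22% in these data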;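 note: 0% = DMSO only wells and the 100% control is not disclosed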
NOD2-RIPK2 inh: NOD2-RIPK2 binding disruptors in cells, primary screen, fluorescence, CHO cells, BLA complementation; Receptor-interacting serine/threonine-protein kinase 2 (Homo sapiens), O43353; CCF4 ratio; inhibition, % at 4.98 µM; 0.38% of 360,000 active; AID 624267, 2012; in the data active = inhibition above about 21%;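 note: 0% = vehicle only and 100% = reference blocker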
aDG glyco up: activators of alpha-DG glycosylation, primary screen, uHTS, Pro5-aDG cells, AlphaScreen; alpha-DG glycosylation AlphaScreen (IIH6); 0% Pro5, 100% B10-LARGE cell signal; AID 624168, 2012; 0.22% of 360,000 active; activation, % at 10 µM;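 active = activation of at least 8% versus controls, or a plate z-score of at least 8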;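 note: Pro5 are CHO cells carrying HIG-tagged alpha-DG that lacks glycosylation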
MC4R barr agon: MC4R agonists recruiting beta-arrestin, primary screen, cell-based, luminescence, agonist arm of biased-ligand search; U2OS MC4R beta-arrestin complementation; percent of melanotan II response, DMSO zero; activation, % at 8.9 µM; 0.98% of 360,000 active; AID 540308, 2011;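 active = activation above a per-plate cutoff, the mean activation of sample wells on that plate plus 3 SD, cut at about 8% in these data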
TLR9-MyD88 inh: inhibitors of TLR9-MyD88 association in cells, primary screen, cell-based, CHO, BLA complementation, fluorescence; 0.21% of 340,000 active; Toll-like receptor 9 (Homo sapiens) + Myeloid differentiation primary response protein …; AID 504734, 2011; CCF4 FRET ratio; inhibition, % at 4.98 µM;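 active = inhibition above the mean over all tested compounds plus 3 SD, cut at about 21% in these data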;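 note: 0% = DMSO only wells and 100% = clavulanate BLA inhibitor control wells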
Granule exo inh: LAMP-1 surface exposure blockers, TALL-104 cells – cell-based, flow cytometry, MLPCN library, primary screen; 0.66% of 360,000 active; TALL-104 LAMP-1 surface exposure; cells stimulated with thapsigargin and PMA; inhibition, % at 10 µM;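 active = inhibition above about 55%, limit read from the data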
MC4R antagonist: MC4R antagonists of cAMP signaling, primary screen, cell-based, TR-FRET, antagonist arm of biased-ligand search; Melanocortin receptor 4 (Homo sapiens), P32245; MC4R-expressing cells, MTII-stimulated cAMP, LANCE TR-FRET; inhibition, % at 6.5 µM; 0.48% of 360,000 active; AID 540295, 2011;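 active = inhibition above its plate's cutoff, the mean of tested wells on that plate plus 3 SD, cut at about 29% in these data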;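 note: 0% = Melanotan II alone and 100% = Melanotan II plus saturating MCL0020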
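System: U2OS-MC4R stable cell line; Technique: Eu-cAMP/anti-cAMP TR-FRET, emission 671 nm; Repeats: single well per compound; Also added: Melanotan II; Dosing: one concentration, 6.5 µM nominal; Schedule: 30-min compound, 1-h challenge, 1-h detection, room temperature.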
Vif imaging: HIV Vif self-association inhibitors, primary screen, imaging, HEK293T, single point. inhibition, % at 7.49 µM. HEK293T cells, Vif self-association by quenched fluorescence, 24 h. AID 602346, 2012. 0.35% of 340,000 active; in the data active = inhibition above about 50%, passing the limit was not always enough; note: some results filed as inactive read as strong as hits
ABCB6 inh MLPCN: ABCB6 transporter inhibitors, primary screen, K562-ABCB6 cells, flow cytometry, MLPCN library; K562-ABCB6 porphyrin accumulation, 1 h; stronger effect = lower value; fluorescence ratio to DMSO, % at 10 µM; 0.19% of 360,000 active; AID 602162, 2011;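 active = fluorescence ratio to DMSO below 75%, the collection mean minus 3 SD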;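 note: signal is porphyrin accumulated inside mitochondria; 100% equals median channel fluorescence of DMSO control wells; lower ratio means ABCB6 inhibition with less porphyrin fluorescence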
Target sequence (Q9NP58 whole entry, looked up): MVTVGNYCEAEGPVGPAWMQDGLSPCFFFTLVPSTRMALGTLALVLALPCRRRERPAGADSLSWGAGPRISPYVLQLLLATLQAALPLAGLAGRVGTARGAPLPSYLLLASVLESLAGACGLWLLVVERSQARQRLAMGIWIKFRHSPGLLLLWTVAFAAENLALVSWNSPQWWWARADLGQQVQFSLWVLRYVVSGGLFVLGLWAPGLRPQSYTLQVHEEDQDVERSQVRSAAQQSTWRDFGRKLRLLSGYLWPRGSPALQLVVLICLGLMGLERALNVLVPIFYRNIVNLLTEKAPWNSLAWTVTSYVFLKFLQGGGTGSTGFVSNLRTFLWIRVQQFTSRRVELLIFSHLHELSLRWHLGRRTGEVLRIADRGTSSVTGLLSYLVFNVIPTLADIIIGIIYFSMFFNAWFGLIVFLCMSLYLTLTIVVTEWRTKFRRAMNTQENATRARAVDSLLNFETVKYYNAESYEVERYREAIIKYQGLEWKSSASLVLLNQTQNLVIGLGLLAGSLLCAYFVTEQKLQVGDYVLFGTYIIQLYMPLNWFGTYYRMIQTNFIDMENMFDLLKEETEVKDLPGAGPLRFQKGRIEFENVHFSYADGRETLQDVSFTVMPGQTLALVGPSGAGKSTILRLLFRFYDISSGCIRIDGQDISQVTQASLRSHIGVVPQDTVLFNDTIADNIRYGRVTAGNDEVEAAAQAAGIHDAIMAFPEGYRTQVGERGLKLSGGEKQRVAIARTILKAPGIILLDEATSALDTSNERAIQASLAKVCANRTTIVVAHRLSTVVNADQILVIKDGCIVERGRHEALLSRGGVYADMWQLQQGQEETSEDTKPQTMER
Glyco luc inh: increase of ERlucT glycosylation luciferase signal, primary screen, N-linked glycosylation inhibitor project, D54 ERlucT cells, luminescence, set 2; D54 ERlucT glycosylation luciferase reporter, 24 h; percent of 100 nM tunicamycin response; reporter increase, % at 12.5 µM; 0.23% of 360,000 active; AID 588692, 2011;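 active = mean luciferase reporter signal, scaled so untreated is 0 and the glycosylation-blocking control 100, at or above a set limit in every replicate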;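 note: luciferase carries N-glycosylation sites so blocking glycosylation raises the light; 0% = median of neutral control wells and 100% = median of 100 nM tunicamycin wells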
* = called active by the depositor; / = not tested or not shown. Some of the compounds tested; count on the stated rates, not on these rows.

MC4R barr agon	aDG glyco up	NOD2-RIPK2 inh	ABCB6 inh MLPCN	Vif imaging	Glyco luc inh	MC4R antagonist	ABHD5-PLIN5 inh	TLR9-MyD88 inh	Granule exo inh	smiles
-2.7	0.0	7	105	-1	2	-2	8	-1	-3	O=C(CSc1ccc(Cl)cc1)c1ccco1
-0.5	0.0	-1	100	/	-1	0	4	9	20	CCCN1CCC(=O)N([C@H](CN=[N+]=[N-])Cc2ccccc2)CC1
3.0	-0.2	-21	90	1	-1	-2	1	8	-1	COc1cccc(NC(=O)CN2C(=O)NC(C)(C3CC3)C2=O)c1 (stereo not given)
-1.1	-0.2	-1	97	9	-1	7	15	5	2	COc1c(Cl)cc(Cl)cc1CNCCNCCO
-1.3	0.4	1	84	-39	-2	8	-3	-12	-4	COc1ccc2oc(C(=O)NCc3cc(OC)c(OC)cc3OC)c(C)c2c1
-1.1	-0.3	10	102	-4	0	1	-1	-3	1	C(=N\c1nc2ccccc2n1CCN1CCOCC1)/c1cccs1
-0.6	-0.3	-7	90	24	1	9	2	-2	-1	CC(C)(C)Cc1nnc(NS(=O)(=O)c2ccccc2)s1
-2.3	0.0	6	93	/	2	11	-6	-1	6	C[C@H](CO)N1C[C@H](C)[C@@H](CN(C)C(=O)Nc2ccc3c(c2)OCO3)Oc2c(NS(=O)(=O)c3cn(C)cn3)cccc2C1=O
-3.1	0.2	-2	95	/	3	7	-31	7	5	CCc1nnc(N/N=C/c2c(Cl)cccc2Cl)n1N
0.3	0.4	9	99	-9	1	19	2	2	-4	Cc1ccc(CNC(=O)COC(=O)c2cccc(S(=O)(=O)N3CCCCC3)c2)cc1
2.4	0.2	2	99	-6	4	-2	-1	10	-5	COc1ccc(C(=O)Nc2ccc(Nc3ccccc3)cc2)cc1OC
1.6	-0.4	5	88	2	4	34*	-2	-20	9	COC(=O)c1cc2ccc(OC)cc2c2cc(OC)c(OC)cc12
3.6	1.9	-7	105	10	-3	-1	-12	/	-3	COc1cccc(Nc2nc(C(N)C3CCCCC3)cs2)n1 (stereo not given)
4.0	0.2	-2	95	-13	-1	3	4	-8	1	Cc1ccc(Cl)c(OCCCCN(C)Cc2ccccc2)c1
1.0	0.3	-9	93	-20	-2	3	0	-3	5	O=C(CCNS(=O)(=O)c1ccc(Br)cc1)NCCCSc1ccccc1
-2.0	0.0	-9	94	-1	-1	8	13	2	-2	C[C@]12c3[nH]c4ccccc4c3CCN1C(=O)C(CC(=O)NCc1ccco1)C[C@@H]2C(=O)N1CCCCC1 (stereo not given in full)
0.8	0.1	-5	90	-3	-2	-1	1	9	7	COc1ccc(/C=N/Nc2c(Cl)cc(Cl)cc2Cl)cc1CN1CCOCC1
-3.4	-0.1	7	99	2	4	1	8	4	-4	COC(=O)c1ccc(Oc2c(C(F)(F)F)oc3c(CN4CCN(C)CC4)c(O)ccc3c2=O)cc1
0.3	0.0	6	86	6	1	1	-12	15	1	Cc1c(C(=O)N2CCN(c3ccc(C(F)(F)F)cn3)CC2)oc2ccccc12
0.2	0.0	-6	97	-23	4	1	1	-12	5	CCC1CCc2c(sc(NC(=O)c3ccco3)c2C(N)=O)C1 (stereo not given)
2.2	0.0	-6	94	-4	-9	8	-6	-1	10	CN(C[C@H](Cc1ccccc1)N(C[C@H](CC1CCCCC1)N(CCc1ccccc1)N=O)N=O)N=O
2.0	-0.2	-14	94	-8	2	-3	0	-10	4	O=C(COC(=O)c1ccccn1)Nc1nc(-c2ccccc2)cs1
0.5	-0.1	-8	94	19	0	3	4	-1	0	O=S(=O)(c1ccc(Br)s1)n1cccn1
-1.0	0.4	2	98	19	2	-3	4	6	4	CC(=O)Nc1ccc(S(=O)(=O)N2CCN(CCN3CCOCC3)CC2)cc1Cl
-0.7	-0.2	6	108	4	1	19	-5	-3	-2	COc1ccccc1NCC(=O)N/N=C/c1cccnc1

Seven compounds out of the list, arranged by count of non-hydrogen atoms, rising:
MC4R barr agon	aDG glyco up	NOD2-RIPK2 inh	ABCB6 inh MLPCN	Vif imaging	Glyco luc inh	MC4R antagonist	ABHD5-PLIN5 inh	TLR9-MyD88 inh	Granule exo inh	smiles
-2.7	0.0	7	105	-1	2	-2	8	-1	-3	O=C(CSc1ccc(Cl)cc1)c1ccco1
-3.1	0.2	-2	95	/	3	7	-31	7	5	CCc1nnc(N/N=C/c2c(Cl)cccc2Cl)n1N
-0.7	-0.2	6	108	4	1	19	-5	-3	-2	COc1ccccc1NCC(=O)N/N=C/c1cccnc1
4.0	0.2	-2	95	-13	-1	3	4	-8	1	Cc1ccc(Cl)c(OCCCCN(C)Cc2ccccc2)c1
1.0	0.3	-9	93	-20	-2	3	0	-3	5	O=C(CCNS(=O)(=O)c1ccc(Br)cc1)NCCCSc1ccccc1
0.8	0.1	-5	90	-3	-2	-1	1	9	7	COc1ccc(/C=N/Nc2c(Cl)cc(Cl)cc2Cl)cc1CN1CCOCC1
0.3	0.0	6	86	6	1	1	-12	15	1	Cc1c(C(=O)N2CCN(c3ccc(C(F)(F)F)cn3)CC2)oc2ccccc12

The results go on:
MC4R barr agon	aDG glyco up	NOD2-RIPK2 inh	ABCB6 inh MLPCN	Vif imaging	Glyco luc inh	MC4R antagonist	ABHD5-PLIN5 inh	TLR9-MyD88 inh	Granule exo inh	smiles
-3.8	-0.1	3	104	7	-1	1	-6	-11	4	O=C(CN(c1ccccc1)S(=O)(=O)c1ccccc1)N/N=C/c1ccco1
-1.9	-0.3	-7	100	10	2	-4	3	-6	3	O=C(COC(=O)/C=C/c1ccccc1)NCCc1ccc(F)cc1
/	0.0	-3	/	/	/	/	8	/	-2	COc1ccc(OC)c(CN2C(=O)CSCC2(C)C(=O)Nc2c(C)cccc2C)c1 (stereo not given)
0.0	-0.1	-7	101	-5	1	2	4	-9	0	O=C(C1=C(O)C(=O)N(CCCn2ccnc2)C1c1cccc(Br)c1)c1ccco1 (stereo not given)
-0.4	0.0	9	97	0	1	-5	-7	-4	-5	Cc1ccccc1NC(=O)CSc1nnc(-c2ccco2)n1N
2.4	0.1	-6	89	-2	-1	14	-1	-2	-3	COc1cc(OC)cc(-c2nnc(SCC(=O)Nc3ccc(C(=O)O)cc3)s2)c1
-2.1	0.2	-2	89	9	3	2	-3	-1	0	COc1ccc(CNC(=O)CN2C(=O)NC(Cc3ccccc3)(c3ccccc3)C2=O)cc1OC (stereo not given)
0.8	0.1	-16	99	-1	2	7	10	4	0	Clc1ccccc1CSc1nnc([C@@H]2CCCN2)o1
-0.7	-0.1	7	87	-6	1	-3	-6	4	5	CC1CCCCN1C(=S)NC(=O)c1cc(Br)ccc1Cl (stereo not given)
0.1	-0.1	8	91	1	2	4	2	-5	-4	CCOc1ccccc1NS(=O)(=O)c1cccc2nsnc12
0.2	0.1	-8	99	-1	1	-4	-5	2	-10	C/C(=N\NC(=O)c1cc(-c2ccc(C)s2)[nH]n1)c1ccco1
-1.3	-0.2	-8	95	25	-3	7	-5	5	-2	CCCc1[nH]nc2c1C(Cc1ccccc1)C(C#N)=C(N)O2 (stereo not given)
-0.8	-0.1	11	97	0	-1	1	-1	5	0	CCN(CC)S(=O)(=O)c1ccc(NC(=O)CSc2cccc[n+]2[O-])cc1
-2.8	-0.1	6	99	-2	1	3	7	1	-4	COc1ccc(Cl)cc1C(=O)NNC(=O)c1cc2ccccc2o1
0.2	-0.1	1	100	-3	1	-8	-1	2	2	CCOC(=O)N1CCN(CC(=O)Nc2c(C(=O)OC)[nH]c3ccccc23)CC1
1.2	0.2	9	95	4	1	11	-1	-9	-5	O=C(CNC(=O)C1COc2ccccc2O1)N/N=C\c1ccc(Cl)cc1 (stereo not given)
-0.7	0.7	2	76	-19	1	15	-3	2	2	COc1cc(Cn2c(=O)oc3ccc(C)cc32)ccc1OC(C)C
-0.8	-0.1	0	100	44	2	-4	3	-7	2	CN(c1cccc2cccnc12)S(=O)(=O)c1ccccc1
-1.3	-0.1	-1	99	-4	0	8	7	-8	10	COc1cccc(C(=O)NCC(=O)OC(C)C(=O)NC23CC4CC(CC(C4)C2)C3)c1 (stereo not given)
1.2	0.1	-11	99	-2	1	-1	3	6	3	CCC(=O)NNC(=S)NC(=O)c1ccc(C)cc1
-1.2	0.3	-3	101	1	0	6	-3	-6	16	CCCC(C)NC(=O)Cn1c(=O)c2c(ncn2CCC(C)C)n(Cc2ccccc2)c1=O (stereo not given)
-1.1	0.3	3	102	14	2	-7	0	-1	0	CCOC(=O)n1c(=O)n(C)c2ccc(Br)cc21
0.3	0.6	-10	97	2	-1	2	-2	1	-2	Cc1c(C(=O)COC(C)(C)C)[nH]c2ccccc12
1.9	0.1	0	100	-3	-4	23	-9	-1	-1	COc1cccc(-c2cc3nc(C)c(C)c(N4CCN(C(=O)c5ccoc5)CC4)n3n2)c1
-1.1	0.2	-2	93	-5	-5	-6	-6	4	-3	Cc1ccccc1-c1cc(C(=O)NCc2cccc(Br)c2)nn1CC1CC(c2cccc([N+](=O)[O-])c2)=NO1 (stereo not given)

(more compounds)
MC4R barr agon	aDG glyco up	NOD2-RIPK2 inh	ABCB6 inh MLPCN	Vif imaging	Glyco luc inh	MC4R antagonist	ABHD5-PLIN5 inh	TLR9-MyD88 inh	Granule exo inh	smiles
-1.4	0.1	11	96	/	-5	5	66*	4	1	O=C(Cn1c(=O)n(Cc2ccco2)c(=O)c2c3c(sc21)CCCCC3)Nc1ccccc1
7.6	0.5	-9	95	/	-8	5	-5	3	4	Cc1noc(C)c1S(=O)(=O)N1CCC(C(=O)Nc2ccc(OC(F)(F)F)cc2)CC1
-2.0	-0.2	-4	106	-1	1	5	4	-10	-2	COCCn1c(SC(C(=O)Nc2cc(C)ccc2OC)c2ccccc2)nnc1-c1ccc(Cl)cc1 (stereo not given)
-0.4	-0.2	0	97	2	2	7	7	-17	2	COc1ccccc1C1(CC(=O)O)CCOC(C(C)C)C1 (stereo not given)

Another view of some results above.
| SMILES | MC4R barr agon | aDG glyco up | NOD2-RIPK2 inh | ABCB6 inh MLPCN | Vif imaging | Glyco luc inh | MC4R antagonist | ABHD5-PLIN5 inh | TLR9-MyD88 inh | Granule exo inh |
| --- | --- | --- | --- | --- | --- | --- | --- | --- | --- | --- |
| C/C(=N\NC(=O)c1cc(-c2ccc(C)s2)[nH]n1)c1ccco1 | 0.2 | 0.1 | -8 | 99 | -1 | 1 | -4 | -5 | 2 | -10 |
| CCCc1[nH]nc2c1C(Cc1ccccc1)C(C#N)=C(N)O2 (stereo not given) | -1.3 | -0.2 | -8 | 95 | 25 | -3 | 7 | -5 | 5 | -2 |
